P. falciparum M17LAP – P. falciparum M17LAP inhibitors, primary screen, biochemical, fluorogenic H-Leu-NHMec substrate, 1536-well (AID 1619). inhibition, % at 30 µM, or IC50 in µM where a hit was titrated. recombinant M17LAP, H-Leu-NHMec fluorogenic kinetic assay; higher % means a stronger effect. actives 0.38% (n = 220,000);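 active = compound inhibiting the enzyme by more than half at any dose during confirmatory dose-response retesting; inconclusive = strong single-dose inhibitors picked by rank but not retested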;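 note: plate controls were full reaction with DMSO carrier for no effect and no enzyme background for full effect; strong numbers were not always called active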
MT stabilizer – microtubule stabilizers in HeLa cells. actives 0.83% (n = 200,000). % tubulin-high responders, % at 10 µM. HeLa tubulin immunostaining HCS, 24 h; share of cells brighter than vehicle mean+2SD;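 active = plate Z-score above 3 for both tubulin-high and condensed-nucleus cell shares, with cell loss under 80%, at 10 µM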;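 note: anti alpha tubulin signal scored within the nucleus-defined area of each cell; some results filed as inactive read as strong as hits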
Ins promoter up – MIN6 insulin promoter up-regulation. MIN6 insulin promoter-GFP reporter, high-content imaging; active compounds read high. z-score at 5 µM. actives 0.3% (n = 190,000). AID 1625;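 active = z-score above 3 at 5 µM with at least 500 cells counted in the well; inconclusive = wells under 500 cells, flagged as cytotoxic or low count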
UTI89 phage lysis – inhibition of K1F phage lysis, E. coli UTI89, bacterial capsule biogenesis inhibitors, alamar blue (AID 488966). E. coli UTI89 K1F phage lysis, alamar blue, 2 h; higher % means a stronger effect. inhibition, % at 100 µM; hits with a dose series show IC50 in µM. actives 0.02% (n = 340,000);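 active = phage lysis inhibition, versus mean bacterial control, above a set limit; inconclusive = no clear call, values can overlap the other calls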;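 note: capsule biogenesis inhibitors block K1F phage lysis so surviving cells raise fluorescence; higher fluorescence means more inhibition of phage lysis; actives were called in the ten point dose series up to 300 µM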
ER stress rescue – protection against thapsigargin-triggered cell killing – 384-well, CSM14.1, ATP luminescence, primary screen (AID 1222); CSM14.1 thapsigargin-induced death rescue, ATP luminescence; higher % means a stronger effect; cellular ATP content (survival), % at 20 µM, or EC50 in µM where a hit was titrated; 190,000 tested, under 10 active;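 active = EC50 below 50 µM in the dose-response confirmation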;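 note: death triggered by thapsigargin at about 15 µM added after 2 h compound pretreatment; cell ATP read after overnight thapsigargin exposure of roughly 18 to 22 hours; normalized against plate controls of thapsigargin alone and 5% DMSO vehicle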
M1AAP inhibition – P. falciparum M1AAP inhibitors, biochemical, fluorogenic H-Leu-NHMec substrate, 1536-well (AID 1445) | recombinant M1AAP, H-Leu-NHMec fluorogenic kinetic assay; higher % means a stronger effect | inhibition, % at 30 µM; hits with a dose series show IC50 in µM | actives 0.42% (n = 220,000);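 active = primary inhibition above the hit cutoff, then over 50% inhibition at one or more dose response concentrations, cut at about 23% in these data, passing the limit was not always enough; inconclusive = conflicting primary data, or primary hits not chosen for dose response; inactive = low primary inhibition, or under 50% at every dose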;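 note: plate controls were DMSO full reaction for no effect and no enzyme background for full effect; strong numbers were not always called active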
Dynein cargo inh – dynein cargo transport inhibition | z-score, hits read low | 3617.4 mouse cells, GR-EGFP nuclear translocation imaging; test concentration mostly 20 µM; stimulated with dexamethasone, 1 µM; active compounds read low | actives 0.47% (n = 220,000) | AID 1381;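 active = plate z-score of nuclear minus cytoplasmic receptor signal below a set negative limit, without overly bright fluorescence or cell loss, cut at about -3.5 in these data, passing the limit was not always enough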;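 note: z-score of nuclear minus cytoplasmic ring GR-EGFP intensity difference per well; some compounds called inactive have numbers as strong as hits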
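Also added – dexamethasone, 1.0 µM final · Buffer or medium – tet-free, stripped-serum medium · Schedule – induction 48 h, compound 1 h, agonist 30 min · Detection – formaldehyde fixation, Hoechst nuclear stain, 10x automated fluorescence imaging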
Autophagy HCS – modulators of autophagy. actives 0.98% (n = 190,000). calls only at 10 µM (by protocol). MEF GFP-LC3 puncta imaging; test concentration mostly 10 µM;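 active = percentage of spot-positive cells more than 3 SD above its plate mean, without a fluorescence outlier flag or 80% toxicity; inconclusive = no clear call, values can overlap the other calls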;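 note: spot-positive cell cutoff set from DMSO-treated cells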
b-catenin transl – alters nuclear translocation of beta-catenin in HeLa cells; immunofluorescence imaging; nuclear translocation activity, % at 5 µM; actives 0.3% (n = 190,000); AID 1665;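 active = nuclear translocation activity above 50% at 5 µM, with a well cell count of 50 or more; inconclusive = wells under 50 cells across six images, flagged as toxic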;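 note: per-cell ratio of nuclear to cytoplasmic median beta-catenin stain intensity; plate controls were DMSO negative control for no effect and GSK-3 inhibitor IX positive control for full effect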
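Test system: HeLa cells, endogenous beta-catenin; Compound: single 5 µM dose plus 0.02–20 µM confirmation series; Times: compound exposure 24 h at 37°C; Signal: fluorescence imaging of beta-catenin antibody stain plus DAPI; Read-out: % activation, nuclear-to-cytoplasmic median beta-catenin signal ratio per cell.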
Dynein cargo inh cytoplasmic EGFP – recorded beside Dynein cargo inh, whose call it bears; z-score; measured here: cytoplasmic GR-EGFP intensity; active compounds read high
Dynein cargo inh nuclear GR-EGFP – recorded beside Dynein cargo inh, whose call it bears; z-score; measured here: nuclear GR-EGFP intensity;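 lower value marks the stronger effect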
Dynein cargo inh cell count – further read-out of Dynein cargo inh, marked with its call; z-score; measured here: cell count per field
Ins promoter up cell count – recorded beside Ins promoter up, whose call it bears; cell count; measured here: cytotoxicity, nuclei count;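 total cells summed across four imaged fields per well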
b-catenin transl cell count 5 µM – recorded beside b-catenin transl, whose call it bears; cell count; measured here: cell count, cytotoxicity flag
MT stabilizer Hoechst-high % – second read-out of MT stabilizer, no call of its own (marks repeat the call); % Hoechst-high responders; measured here: nuclear condensation Hoechst responders;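 share of cells brighter than vehicle mean plus two SD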
MT stabilizer cytotoxicity % – second read-out of MT stabilizer, no call of its own (marks repeat the call); toxicity, %; measured here: cytotoxicity by cell density;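 0% = mean cell density of plate MIN control wells and 100% = no cells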
Autophagy HCS cell loss 18 h – second read-out of Autophagy HCS, no call of its own (marks repeat the call); toxicity, %; measured here: cell loss, nuclei count;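 cell loss after 18 h compound exposure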
The depositor's hits bear a star; i = inactive; ? = inconclusive; · = no result given; [ ] = another dose, or the depositor's remark.

compound	MT stabilizer cytotoxicity %	Dynein cargo inh	Autophagy HCS	UTI89 phage lysis	Dynein cargo inh nuclear GR-EGFP	Ins promoter up	Dynein cargo inh cell count	MT stabilizer Hoechst-high %	MT stabilizer	Ins promoter up cell count	b-catenin transl	b-catenin transl cell count 5 µM	M1AAP inhibition	Dynein cargo inh cytoplasmic EGFP	ER stress rescue	Autophagy HCS cell loss 18 h	P. falciparum M17LAP
COC(C[C@H]1O[C@H]1[C@@H](O)COCc1ccccc1)OC	·	0.918	·	1.2%	0.545	0.15	-0.806	·	·	957	0.3	1372	-1.3%	-0.603	·	·	9.5%
COc1cc(NC(=O)c2ccccc2)c(OC)cc1NC(=O)CN1CCN(c2ccccn2)CC1	8.7	0.179	i	0.1%	0.132	0.39	-0.292	1.0	1.7	1575	0.6	1392	11.1%	-0.177	2.9%	0.5	1.0%
CC1CCCN(C(=O)c2ccncc2)C1 (stereo unspecified)	2.7	1.85	i	0.5%	0.154	0.18	-0.364	1.1	4.7	1360	·	·	2.8%	-0.239	-3.0%	-4.5	9.1%
Nc1nc(NCC2CCCO2)nc(Nc2ccc(F)cc2)c1[N+](=O)[O-] (stereo unspecified)	6.0	0.284	i	2.0%[50 µM]	0.475	-0.37	-0.343	1.8	3.0	1232	0.2	944	9.3%	-0.248	-2.0%	-0.7	8.4%
CN(C)S(=O)(=O)c1cccc(NC(=O)/C=C/c2ccccc2[N+](=O)[O-])c1	3.9	-0.573	i	1.6%	-0.388	-0.86	1.19	2.4	2.1	1393	-1.0	1069	2.1%	-0.352	1.1%	2.7	-1.5%
Cn1c(CNC(=O)c2cccs2)nnc1SCC(=O)Nc1ccc(Cl)cc1	7.1	-0.651	i	-0.5%	-0.225	·	-0.51	2.5	1.7	·	-1.2	1282	-1.2%	-0.0872	-0.6%	-12.8	14.2%
COc1ccc(-n2cc(CN(C)C3CCOCC3)c(-c3cccc(F)c3)n2)cc1	4.2	-1	i	0.5%	-0.679	-0.03	1.07	2.3	4.3	1388	2.1	957	0.5%	-0.271	-1.9%	-35.7	-0.6%
O=C1NCCCC1C(=O)NCCN1C(=O)CCC1=O (stereo unspecified)	6.4	-0.949	i	0.0%	-0.567	1.71	0.401	2.4	3.0	1207	2.0	862	7.0%	-0.439	·	1.6	-6.0%
O=C(NCc1nc2ccccc2[nH]1)c1ccc([N+](=O)[O-])cc1	4.5	-1.21	i	0.4%	-0.554	0.16	0.691	1.5	1.6	1260	-0.7	1136	7.1%	-0.272	-2.9%	0.8	14.4%
C=CCOc1c(CNc2ccc(C(=O)O)cc2)cccc1OC	8.5	-0.538	i	4.2%	0.578	·	0.15	2.6	2.5	·	0.1	936	3.8%	-0.238	0.4%	6.7	8.8%
Cc1sc2nc(CC(=O)N3CCCC3)[nH]c(=O)c2c1C	7.1	0.182	i	-0.1%	0.448	-0.42	0.15	2.8	2.7	1289	-4.3	1143	1.4%	-0.359	-0.8%	-2.8	26.5%
Clc1ccc(Cc2noc(-c3cccs3)n2)cc1	6.8	0.21	i	2.1%	0.434	·	0.0223	2.7	3.4	·	-2.3	1211	9.9%	-0.181	-0.2%	8.9	-5.0%
O=C(Cn1nc(Cl)nc1Cl)c1ccc2c(c1)OCCO2	7.8	-1.84	i	-0.7%	-0.71	0.82	0.781	1.7	2.2	1253	-0.9	872	-9.0%	0.0602	-3.1%	3.0	16.9%
c1ccc(NCCCNc2ccccc2)cc1	4.1	-0.146	i	-0.1%	0.248	1.32	-0.738	1.5	2.7	1131	-0.6	1008	7.5%	-0.238	-2.5%	6.8	3.1%
COC(=O)c1cnn2c(C)c(Cc3cccc(F)c3)c(C)nc12	6.3	-0.477	i	0.4%	0.0299	-0.84	0.477	2.7	1.6	1012	5.3	892	-9.9%	-0.173	0.1%	2.1	-15.7%
O=C(NC1CCCCC1)c1ccccc1-c1ccccc1	9.5	1.38	i	2.9%[50 µM]	1.18	-0.04	-1.51	2.3	3.2	1486	-1.6	1166	6.8%	0.257	4.0%	10.7	-0.8%
O=C(NN=C1CCCCCCC1)c1ccc(F)cc1	3.6	-0.607	i	0.3%	-0.116	0.04	0.422	1.9	4.8	1593	-2.6	1049	8.2%	-0.314	0.5%	-5.5	11.4%
NS(=O)(=O)c1ccc(NC(=O)COC(=O)c2ccc([N+](=O)[O-])s2)cc1	·	-0.334	·	-0.4%	-0.289	0.27	0.802	·	·	978	-0.3	1294	-0.6%	-0.253	·	·	-2.4%
O=C1N=C(c2ccccc2)S/C1=C\c1cccs1	21.2	0.59	i	-0.2%	0.27	-0.2	-0.407	1.8	1.2	811	·	·	21.6%	-0.0175	-1.2%	-4.7	35.1%
CC(C)Nc1nnc(SCc2cc(=O)n3ccsc3n2)s1	7.6	0.357	i	0.6%	0.24	0.13	-0.141	2.3	2.0	1283	-1.4	1056	3.7%	-0.174	-3.4%	-11.1	6.0%
CC(C)NC(=O)CC(c1ccccc1)c1cc(Br)ccc1O (stereo unspecified)	8.1	-0.919	i	1.8%	-0.303	0.19	0.915	1.2	1.6	818	·	·	12.1%	-0.464	-1.5%	15.7	10.7%
CCCCCCNC(=O)CC(c1ccccc1)c1cc(Br)ccc1O (stereo unspecified)	7.4	0.0333	i	-0.2%	0.362	·	-1.32	2.3	4.6	·	-2.3	1074	5.2%	-0.191	-1.7%	-12.5	4.5%
CCOC(=O)c1c(C)[nH]c(C(=O)COC(=O)C2CC2C)c1C (stereo unspecified)	3.2	0.176	i	-0.1%	0.321	-1.2	0.387	3.1	10.1	1868	-1.1	939	-0.3%	-0.236	-2.9%	-0.5	2.1%
Cc1onc(-c2ccccc2)c1C(=O)N1CC(C)OC(C)C1 (stereo unspecified)	7.8	-0.155	i	0.3%	0.187	0.81	0.0854	4.3	3.5	1493	0.9	1456	-2.5%	-0.145	-0.4%	5.5	-3.1%
CC(=O)c1cc(C#N)c(Oc2cccc(C(F)(F)F)c2)nc1C	6.5	-0.736	i	1.3%	-0.24	-1.01	0.508	2.7	2.1	1587	1.6	1320	5.8%	-0.37	1.0%	4.6	5.1%
CCC(C(=O)N1CCN(c2ccccn2)CC1)n1nc(C)n2c(cc3occc32)c1=O (stereo unspecified)	11.3	-0.945	i	1.5%	0.2	-0.16	0.733	1.8	5.8	1333	0.0	1246	-0.6%	-0.2	-2.4%	8.0	2.7%
O=S(=O)(Cc1ccc(Cl)cc1)CC(O)COCc1ccccc1 (stereo unspecified)	3.2	0.675	i	5.0%	0.308	·	-0.232	2.1	3.7	·	·	·	-4.5%	0.46	0.1%	1.4	3.9%
CCOc1cccc(/C=N/Nc2nc(N3CCCC3)nc(N3CCCC3)n2)c1O	·	1.31	·	2.1%[50 µM]	1.09	-1.65	-0.239	·	·	823	-1.5	1338	-2.0%	-0.217	·	·	-2.9%
Cc1cc(Br)ccc1SCC(=O)OCC(=O)NCc1ccc2c(c1)OCO2	6.0	-0.492	i	0.0%	-0.278	-0.1	0.834	1.4	2.5	1516	-1.7	1120	2.7%	-0.324	-3.2%	2.1	3.3%
CCC(C)N=CC1=C(O)CC(c2ccccc2)CC1=O (stereo unspecified)	8.9	0.314	i	-0.4%	0.383	1.06	-0.465	1.1	1.5	922	·	·	14.7%	0.133	-0.4%	-6.0	6.3%
Cc1cccc(C)c1NC(=O)CSCc1cccc(CSCC(=O)Nc2c(C)cccc2C)n1	8.5	0.0617	i	1.7%	0.245	0.12	0.375	1.2	1.8	886	·	·	3.6%	-0.0319	-1.1%	-9.7	-1.0%
CCOc1ccc(S(=O)(=O)Nc2ccc(O)c(Sc3ncn[nH]3)c2)cc1	4.8	-0.623	i	1.8%	-0.452	·	1.53	2.7	3.4	·	-0.6	1106	?	-0.291	-0.3%	2.0	71.4%
CCOC(=O)Cn1c2[n+](c3ccccc31)CC(O)CS2 (stereo unspecified)	9.1	-0.844	i	0.2%	-0.181	-0.03	0.0755	1.4	1.4	1240	4.4	1117	12.5%	-0.201	0.1%	-4.4	-9.1%
CC(C)c1cccc(C(C)C)c1NC(=O)COc1nncc2ccccc12	7.2	-0.868	i	-0.2%	-0.626	0.82	0.0651	3.9	2.3	1418	0.9	953	1.5%	-0.301	-1.3%	-2.7	-16.0%
CC(C)CC(=O)Nc1ncc([N+](=O)[O-])s1	·	-1.1	·	-3.7%	-0.13	1.53	1.04	·	·	989	0.8	1284	9.0%	-0.236	·	·	15.7%
O=C(c1ccc2c3c(cccc13)CC2)C1CCCN(Cc2cccnc2)C1 (stereo unspecified)	5.5	-1.23	i	1.8%	-0.526	0.33	1.7	1.3	3.5	1430	-1.7	975	6.8%	-0.361	1.2%	-11.6	-14.8%
CCNc1oc(-c2cccc3ccccc23)nc1C#N	30.4	-1.35	i	2.0%	-0.484	-0.61	0.0836	1.8	0.8	1317	-3.4	1110	-1.9%	-0.172	3.3%	0.3	134.2%
O=C1c2ccccc2C(=O)N1OCCOCCOCCBr	3.8	0.0404	i	3.0%	0.429	·	-0.141	1.8	1.0	·	·	·	10.5%	-0.224	-0.5%	4.5	-2.7%

Screening data deposited in PubChem by several laboratories.

Compounds as they come, and some 2.9% of all compounds hit somewhere here.
